GC-B act: human GC-B receptor activators, primary screen, HEK293 GC-B cells, cGMP TR-FRET, EC30 CNP | 0% at EC30 CNP, 100% saturating CNP | activation, % at 10 µM | 370,000 compounds, 0.11% hits | AID 1920062, 2024;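 active = activation at 10 µM reaching about 35% in either raw or pattern-adjusted values, limit read from the data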
ARFGAP1 inhibitor: inhibitors of rat ARFGAP1 GAP activity, primary screen, biochemical, fluorescence polarization, GDP tracer; inhibition, % at 16.5 µM; 360,000 compounds, 0.26% hits; Arfgap1-stimulated ARF1 GTP hydrolysis, GDP FP detection;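 active = inhibition above a per-plate limit, mean inhibition of low control wells plus 3 SD, cut at about 25% in these data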;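 also: 0% = DMSO wells with enzyme and 100% = wells lacking Arfgap1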
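Assay system: purified rat His6-Arfgap1 residues 1-136 (GAP domain); Reagent: human Δ17 ARF1 bound to GTP; Dosing: 16.5 µM single point, 1.26% DMSO; Times: GTP hydrolysis reaction 2 h at 25 °C; Signal: FP, GDP Alexa 633 tracer displaced from anti-GDP antibody, 620/688 nm; Measure: % inhibition from polarization.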
proKLK7 act: proKLK7 zymogen activators, primary screen, biochemical, fluorescence intensity; 370,000 compounds, 0.9% hits; activation, % at 7 µM; Kallikrein-7 (Homo sapiens), P49862; purified proKLK7, EDANS-DABCYL substrate fluorescence; 100% is mature enzyme control, 0% vehicle;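 active = activation above the mean of all tested compounds plus 3 SD, computed per campaign excluding outliers beyond control limits, cut at about 13% in these data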
FXN GAA850 act: FXN promoter activators, primary screen, cell-based, luciferase luminescence, HEK293 lucGAA850. AID 540364, 2011. activation, % at 6 µM. HEK293 lucGAA850 FXN promoter luciferase reporter, 24 h; percent of 10 µM SAHA response. 360,000 compounds, 0.56% hits;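 active = activation above the average of all compounds screened plus 3 SD, cutoff fixed separately per campaign, cut at about 7.5% in these data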;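 also: 0% = DMSO wells and 100% = 10 µM SAHA wells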
ASAP1 inh: inhibitors of human ASAP1 ArfGAP activity, primary screen, biochemical, fluorescence polarization | Arf-GAP with SH3 domain, ANK repeat and PH domain-containing protein 1 (Homo sapiens), … | ASAP1-stimulated ARF1 GTP hydrolysis, GDP FP detection | inhibition, % at 16.5 µM | 360,000 compounds, 0.19% hits | AID 624377, 2012; in the data active = inhibition above about 25%;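 also: 0% = vehicle with enzyme and substrate and 100% = no enzyme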
Target sequence (Q9ULH1 325-724 limits assumed): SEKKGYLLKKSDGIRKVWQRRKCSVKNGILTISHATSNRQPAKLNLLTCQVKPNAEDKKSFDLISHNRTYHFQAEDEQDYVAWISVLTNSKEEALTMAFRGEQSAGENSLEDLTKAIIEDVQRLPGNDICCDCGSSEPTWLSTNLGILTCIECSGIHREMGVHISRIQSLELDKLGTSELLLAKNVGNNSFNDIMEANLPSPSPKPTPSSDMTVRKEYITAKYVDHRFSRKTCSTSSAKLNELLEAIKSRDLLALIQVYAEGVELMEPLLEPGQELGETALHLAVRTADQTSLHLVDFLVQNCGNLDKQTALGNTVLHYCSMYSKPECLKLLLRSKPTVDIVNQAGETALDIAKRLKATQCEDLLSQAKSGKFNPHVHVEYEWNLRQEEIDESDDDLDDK
ADAM10 inh: human ADAM10 inhibitors, primary screen, biochemical, QFRET, HTS. AID 720582, 2013. 370,000 compounds, 0.62% hits. recombinant ADAM10, EDANS/DABCYL FRET peptide cleavage, 3 h. inhibition, % at 7 µM. Disintegrin and metalloproteinase domain-containing protein 10 (Homo sapiens), O14672;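 active = inhibition above a per-campaign cutoff equal to the mean of compounds falling between control-based bounds plus 3 SD, cut at about 20% in these data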;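 also: 0% = DMSO wells while the 100% control is not disclosed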
Tn6 DDE FP: inhibitors of Tn6 peptide binding to fibrin DD(E), primary screen, biochemical, fluorescence polarization, human fibrin, Tn6 probe; Fibrinogen beta chain (Homo sapiens), P02675; Fibrin DD(E) TRITC-Tn6 fluorescence polarization displacement; inhibition, % at 8.3 µM; 370,000 compounds, 0.21% hits; AID 720509, 2013;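 active = inhibition above a per-campaign cutoff: mean of compounds within control limits plus 3 SD, cut at about 15% in these data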;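 also: 0% = median of all compound wells on the plate and 100% = blocking peptide control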
Target sequence (P02675 whole entry, looked up): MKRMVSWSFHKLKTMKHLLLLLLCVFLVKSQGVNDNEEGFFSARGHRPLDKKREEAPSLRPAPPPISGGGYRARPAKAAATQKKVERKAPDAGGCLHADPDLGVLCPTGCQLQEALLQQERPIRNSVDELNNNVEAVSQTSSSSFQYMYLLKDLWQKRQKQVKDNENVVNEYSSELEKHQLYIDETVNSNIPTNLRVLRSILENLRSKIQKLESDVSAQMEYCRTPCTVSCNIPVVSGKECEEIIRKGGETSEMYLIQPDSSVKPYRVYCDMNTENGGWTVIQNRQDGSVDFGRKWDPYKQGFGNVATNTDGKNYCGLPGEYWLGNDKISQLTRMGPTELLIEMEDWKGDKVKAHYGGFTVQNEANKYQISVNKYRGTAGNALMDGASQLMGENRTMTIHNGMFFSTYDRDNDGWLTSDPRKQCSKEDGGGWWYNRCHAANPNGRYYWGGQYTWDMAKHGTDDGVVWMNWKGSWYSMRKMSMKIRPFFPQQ
rCAG binder: binders of r(CAG) RNA repeats, primary screen, biochemical, fluorescence; r(CAG) RNA repeat, TO-PRO-1 dye displacement fluorescence; AID 651821, 2012; 370,000 compounds, 1.3% hits; inhibition, % at 3 µM;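 active = inhibition above the plate cutoff, the mean of all test compounds on that plate plus 3 SD, cut at about 35% in these data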;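 also: 0% = DMSO alone and 100% = 100 µM mitoxantrone as full dye displacement; higher means more dye released from RNA so lower well fluorescence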
HGIII-sPLA2 inh: human group III sPLA2 inhibitors, primary screen, biochemical, QFRET, BODIPY PC-A2 liposome substrate; Group 3 secretory phospholipase A2 (Homo sapiens), Q9NZ20; QFRET BODIPY PC-A2 liposome hydrolysis, fluorescence; inhibition, % at 12.2 µM; 370,000 compounds, 0.56% hits; AID 743126, 2013;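 active = inhibition above mean plus 3 SD of compounds lying within the high and low control bounds, cut at about 19% in these data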;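 also: 0% = median of test compound wells and 100% = no enzyme DMSO wells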
NPR1 activator: GC-A stimulated cGMP production enhancers – HEK293 GC-A cells, cGMP TR-FRET, EC30 ANP, primary screen; 370,000 compounds, 0.14% hits; activation, % at 10 µM; Atrial natriuretic peptide receptor 1 (Homo sapiens), P16066; 0% at EC30 ANP, 100% saturating ANP; in the data active = activation above about 40%
* hit, by the source's call; i = inactive; nt = no result given. No enrichment for hits (roughly 4.5% active in at least one column).

molecule	GC-B act	ARFGAP1 inhibitor	proKLK7 act	FXN GAA850 act	ASAP1 inh	ADAM10 inh	Tn6 DDE FP	rCAG binder	HGIII-sPLA2 inh	NPR1 activator
O=C(NC1CCCC1)c1n[nH]c2ccccc12	2.8	-3.1	-0.3	2.6	10.1	-7.2	-3.6	-1.2	1.9	3.3
Cc1ccccc1NC(=O)c1csc2c1CCCC2	3.0	0.5	0.7	4.3	2.0	7.7	-3.4	0.2	0.2	3.4
c1ccc(-c2nc3cc4ccccc4cc3[nH]2)nc1	1.4	6.5	-1.4	0.2	9.7	-23.8	-15.7	3.7	5.0	1.8
O=C(Nc1ccc2nc3n(c(=O)c2c1)CCCC3)c1ccccc1[N+](=O)[O-]	0.9	-3.0	-0.1	3.6	-6.5	-8.7	-3.3	0.2	8.1	7.3
COc1ccccc1NC(=O)CCN1C(=O)C2CC=C(Cl)CC2C1=O (configuration not stated)	9.0	-2.0	0.0	-0.9	2.6	11.4	-4.0	5.6	-4.1	2.8
O=C(CSc1ccc([N+](=O)[O-])cc1)c1ccccc1	-0.4	6.7	0.5	1.9	-1.1	1.2	2.2	2.0	-52.5	1.1
COc1ccc(OC)c(/C(C)=N/Nc2ccc(C(=O)O)cc2)c1	-4.0	7.2	2.0	0.3	2.2	3.6	3.6	2.4	3.0	2.1
Cc1cc(=O)oc2cc(OCC(=O)OCC(=O)NCc3ccc4c(c3)OCO4)ccc12	-9.7	7.8	5.1	-1.6	-2.4	-199.8	-4.4	-0.3	-1.2	-2.2
CN=C(N)NCCC[C@H](N)C(=O)O	3.7	0.3	0.2	1.9	3.2	4.4	5.0	2.7	0.6	-1.1
COc1cc(NC(=O)Nc2cccc(Cl)c2)c(C(=O)O)cc1OC	1.2	5.1	1.9	0.9	-0.6	-183.1	9.1	24.9	2.9	2.0
COc1ccc(N=C2S/C(=C\c3cccs3)C(=O)N2CC(C)C)cc1	-0.3	0.0	-0.2	2.2	-1.0	3.2	-0.4	2.0	-1.3	-0.8
Cc1ccc(NC(=O)CSc2nnnn2C)cc1S(=O)(=O)N(C)C	0.0	13.3	-1.0	3.5	8.5	-1.8	-2.0	2.5	1.5	-0.3
CCN(C(=O)Cn1nc(C)n2c(cc3cc(C)ccc32)c1=O)c1ccccc1	3.0	-0.9	-1.9	0.7	1.7	-63.2	-1.6	-5.1	1.8	-0.1
COC(=O)c1ccc2nc(NC(=O)CSCC(=O)OCC(=O)c3ccccc3)sc2c1	-5.2	1.2	0.2	-1.1	12.8	-4.9	-0.9	9.7	-28.2	15.2
CCOC(=O)c1sc(=NC(=O)c2ccc(F)cc2)n(C)c1C	-5.1	0.8	-0.6	7.6	-9.3	5.0	-5.8	-0.5	-0.4	5.0

The results go on:
molecule	GC-B act	ARFGAP1 inhibitor	proKLK7 act	FXN GAA850 act	ASAP1 inh	ADAM10 inh	Tn6 DDE FP	rCAG binder	HGIII-sPLA2 inh	NPR1 activator
O=C(CN1C(=O)NC2(CCCCC2)C1=O)NCCc1ccccc1	-4.5	7.3	0.7	-0.8	18.8	-5.0	1.4	2.5	-0.8	1.0
CCOC1=C2[C@H](c3cccs3)N(S(=O)(=O)c3ccc(C)cc3)C[C@H]2n2c(=O)n(-c3ccccc3)c(=O)n2C1	-7.3	3.3	-1.2	nt	4.1	6.4	0.9	8.5	-8.6	-5.2
COc1ccc(-c2oc3ccccc3c2C#Cc2cncn2C)cc1	-14.0	-2.7	-27.9	-2.6	15.8	-438.5	1.4	7.8	-7.9	0.1
CCOC(=O)c1[nH]c2ccc(OC)cc2c1NC(=S)N1CCN(C(=O)OCC)CC1	-12.9	10.3	1.4	2.1	3.4	-21.9	-0.6	8.4	5.6	-1.6
COc1ccc(-n2c(-c3ccc(Br)cc3)c[n+]3c2CCc2ccccc2-3)cc1	-2.9	-17.1	0.0	-3.3	-11.2	-2.4	9.1	9.4	-8.2	-4.6
CN(Cc1ccccc1)C(=O)OCc1cn(Cc2ccc(C(F)(F)F)cc2)nn1	8.3	nt	0.3	nt	nt	7.4	6.5	-0.9	-10.5	0.3
COc1ccc(O)c(C(=O)c2cnn(C(=O)c3cccc(N(C)C)c3)c2)c1	-3.8	4.8	50.5*	1.4	-3.8	-105.0	6.4	2.2	-3.1	-2.4
CC1CC(C)CN(C(=O)COC(=O)Cc2ccc(Br)cc2)C1 (configuration not stated)	0.6	7.0	-0.2	0.9	-2.0	-5.2	-2.8	-10.5	-0.4	1.8
CCn1c(=O)n(CC(=O)N2CC(C)CC(C)C2)c(=O)c2ccccc21 (configuration not stated)	0.7	4.1	0.4	-3.6	5.2	-3.7	-2.1	-4.1	7.9	2.5
COc1ccc2sc(N(CCN(C)C)C(=O)c3cc(Cl)sc3Cl)nc2c1	-21.4	2.8	0.2	-0.7	-0.1	-9.7	-2.8	-1.2	0.0	-44.8
O=C1C(Cc2ccccc2)Nc2ncnc(N3CCN(c4ccccc4)CC3)c2N1Cc1ccc(Br)cc1 (configuration not stated)	-5.3	-3.1	-0.1	-1.1	-0.6	-16.9	3.5	31.8	1.4	-2.2
CC(=O)c1ccc(OCCCN2CCCCC2)cc1	5.0	23.8	0.1	2.6	-6.4	15.3	-2.3	2.6	5.3	0.3
Cc1ccc(C(=O)NC(=S)N2CCN(c3cc(C)ccc3C)CC2)cc1	-1.6	20.7	-0.1	-0.7	4.1	-5.7	5.9	-0.4	1.5	-2.9
O=C(NC1CC1)c1cccc(NC(=O)C2CCC2)c1	3.9	-3.0	0.2	0.4	0.2	-1.4	-1.1	1.9	0.9	-0.5
Cc1ccc(NC(=O)/C(C#N)=C/c2cccs2)c(C)c1	-5.9	3.1	-0.1	5.1	-5.1	6.1	-4.7	-0.3	-3.8	1.2

Other results:
molecule	GC-B act	ARFGAP1 inhibitor	proKLK7 act	FXN GAA850 act	ASAP1 inh	ADAM10 inh	Tn6 DDE FP	rCAG binder	HGIII-sPLA2 inh	NPR1 activator
Cc1cc(C)c(OCCCCN2CCNCC2)c(C)c1	1.9	12.5	0.0	-0.3	8.5	-10.7	3.6	2.5	15.0	-0.1
COc1ccc(/C=N/NC(=O)CC(=O)NCc2cccnc2)cc1	-1.2	-1.0	0.4	-0.4	-5.9	0.2	-1.9	-0.3	5.7	-3.6
COCCCNC(=O)C[C@H]1C[C@H](C(=O)N2CCCCC2)[C@@]2(C)c3[nH]c4ccc(Cl)cc4c3CCN2C1=O	-0.6	2.2	0.2	-2.7	-15.0	-0.8	7.9	0.4	7.2	-3.1
CC1C(=O)Nc2ccc(S(=O)(=O)N3CCN(c4cccc(Cl)c4)CC3)cc2NC1=O (configuration not stated)	-5.6	-9.5	1.4	-1.1	9.3	6.4	-2.7	8.3	-3.3	-3.1
CC1(C)N=C(N)N=C(N)N1c1cccc(CC(=O)Nc2ccccc2)c1	7.5	4.7	0.3	-1.0	3.1	1.8	-4.6	1.9	5.8	-0.7
O=C(NCc1ccccc1)c1cccc(NC(=O)C2CC2)c1	6.8	1.7	-0.1	-2.5	-1.7	-15.8	-3.6	0.6	6.3	2.9
O=C(/C=C/c1ccc(Br)cc1)N1CCN(c2cccc(C(F)(F)F)c2)CC1	-2.1	14.4	0.7	1.3	3.7	11.2	1.7	4.7	-2.5	-16.0
COc1ccc(CC(=O)NCC2(c3ccc(OC)c(OC)c3)CCCC2)cc1	-9.6	11.6	-0.4	-1.6	2.7	-1.8	6.9	-7.9	-3.9	-15.1
CSc1ccc(-c2nnn(Cc3ccc(Br)cc3)n2)cc1	-0.2	-3.0	0.4	1.0	3.4	-4.2	6.4	0.0	2.6	0.2
CN1CCN(C(=S)Nc2ccc(Oc3ccccc3)cc2)CC1	1.6	0.2	0.0	-1.3	15.2	8.3	9.8	4.2	3.2	0.3
COc1ccc(-c2csc(NC(=O)CS(=O)(=O)c3ccc(F)cc3)n2)cc1OC	1.7	8.2	0.1	-1.1	8.2	-8.1	-3.7	7.5	-12.4	-0.2
N#Cc1c(C(F)(F)F)cc(-c2ccc(F)cc2)[nH]c1=O	3.2	-1.1	8.2	2.8	-3.3	i	-2.3	4.2	-11.0	-3.0
COc1ccccc1OCC(=O)NNC(=O)Nc1ccccc1	0.4	-8.2	0.4	-0.3	-6.0	3.1	2.6	-1.4	-7.6	7.5
CC(=O)N1c2ccc(S(=O)(=O)NCCC(=O)N3CCCC(C)C3)cc2CC1C (configuration not stated)	3.8	-0.8	-0.3	-0.4	1.4	-1.1	0.8	-1.3	4.0	-2.8
CCCCN(C(=O)CCC(=O)Nc1cc(C)on1)C(C(=O)NC1CCCC1)c1ccccc1C (configuration not stated)	3.1	1.3	0.4	-1.5	-4.6	5.3	8.9	-6.6	2.8	-7.3
CCOc1ccc(-c2nc(CSc3nnc(C)s3)cs2)cc1OC	-6.7	4.9	-0.1	3.7	5.9	-25.6	-2.3	1.2	6.6	3.4
O=C(CN(Cc1ccccc1)C(=O)CCl)c1cccc(Br)c1	-10.4	-11.9	0.0	-7.8	-5.5	3.2	-0.2	-7.1	-8.9	-18.5

Source: PubChem
